5HT1a antag – 5-HT1a (human) receptor antagonism; P08908; inhibition, % at 10 µM; CHO 5-HT1a Ga15 NFAT-bla reporter, antagonist mode; hit rate 0.68% among 62,000;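 active means inhibition above the mean of all tested compounds plus 3 SD, cut at about 43% in these data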;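 further: receptor stimulated by 5-CT agonist at 100 nM near EC80; beta-lactamase reporter measured by ratiometric fluorescence of a cleavable substrate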
Target sequence (P08908 whole entry, looked up): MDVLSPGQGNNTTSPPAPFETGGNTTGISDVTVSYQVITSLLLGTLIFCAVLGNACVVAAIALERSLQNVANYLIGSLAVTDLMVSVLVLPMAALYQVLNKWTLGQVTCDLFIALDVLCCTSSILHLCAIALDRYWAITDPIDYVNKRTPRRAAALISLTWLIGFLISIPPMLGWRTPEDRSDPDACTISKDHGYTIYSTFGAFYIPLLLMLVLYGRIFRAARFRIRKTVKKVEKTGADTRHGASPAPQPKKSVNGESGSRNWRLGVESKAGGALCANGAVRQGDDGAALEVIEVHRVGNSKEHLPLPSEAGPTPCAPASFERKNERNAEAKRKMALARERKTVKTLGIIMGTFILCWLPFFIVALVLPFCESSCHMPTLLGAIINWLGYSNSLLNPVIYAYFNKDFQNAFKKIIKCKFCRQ
Jurkat tox 60K – cytotoxicity toward Jurkat cells | Jurkat E6.1 viability, ATP luminescence, 48 h | inhibition, % at 4 µM | hit rate 1.2% among 56,000 | AID 463;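 active means inhibition above the mean inhibition of all tested compounds plus 3 SD, cut at about 28% in these data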
S1P1 ag-PAM – S1P1 (human) agonism or agonism potentiation; P21453; S1P1 CRE-bla cells, forskolin, beta-lactamase FRET, potentiator mode; S1P1 agonist co-added at EC20, 2 nM; 100% = saturating reference agonist, 0% = basal; activation, % at 9.5 µM; hit rate 0.57% among 56,000;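 active means activation above a cutoff set at the mean activation of all tested compounds plus 3 SD, cut at about 54% in these data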;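 further: forskolin at 4 µM as EC80 and the EC20 agonist is SEW2871; 100% = SEW2871 at its EC100 plus forskolin at EC80; some compounds past the cut are filed as inactive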
M1 ag – activates the M1 muscarinic receptor; CHO-M1 cells, Fluo-4 calcium fluorescence, agonist mode; stronger effect = higher value; B-score at 10 µM; hit rate 3% among 64,000;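 active means fluorescence rise, raw or as B-score row- and column-corrected plate score, outside the 99.7% band of its plate's samples, either direction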
S1P3 agonist – activates the human S1P3 receptor; Q99500; S1P3 NFAT-BLA reporter cells, agonism, FRET ratio; relative to 1 µM S1P, basal subtracted; activation, % at 4.5 µM; hit rate 0.1% among 60,000;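 active means activation above the screen-wide mean plus 3 SD, cut at about 4.5% in these data, passing the limit was not always enough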; further: some compounds called inactive have numbers as strong as hits
Target sequence (Q99500 whole entry, looked up): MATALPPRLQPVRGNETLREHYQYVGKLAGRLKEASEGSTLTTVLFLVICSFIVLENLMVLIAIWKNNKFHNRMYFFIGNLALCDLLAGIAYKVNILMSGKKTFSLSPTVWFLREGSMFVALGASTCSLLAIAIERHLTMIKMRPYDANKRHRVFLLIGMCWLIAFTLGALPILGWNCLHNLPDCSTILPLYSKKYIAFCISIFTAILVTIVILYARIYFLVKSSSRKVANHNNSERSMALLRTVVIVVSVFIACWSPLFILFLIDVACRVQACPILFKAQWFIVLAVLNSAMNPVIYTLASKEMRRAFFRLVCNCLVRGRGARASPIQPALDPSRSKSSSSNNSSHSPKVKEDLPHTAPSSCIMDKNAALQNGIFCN
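Assay system: stable CHO line with human S1P3, Gα16, NFAT-BLA reporter; Detection: FRET β-lactamase substrate fluorescence, excitation 405 nm, 460/535 nm emission ratio, background-subtracted; Read-out: percent activation versus median 1 µM S1P response, basal-subtracted, per plate; Incubation: cells plated overnight, compound 4 h 37 °C, substrate 2 h RT.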
HTR1A agonist – 5-HT1a (human) receptor agonism | P08908 | CHO 5-HT1a Ga15 NFAT-bla reporter, FRET ratio; 0% basal, 100% maximal reference agonist | activation, % at 10 µM | hit rate 0.56% among 65,000;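 active means activation above the screen-wide mean activation plus 3 SD, cut at about 19% in these data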;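 further: 0% = DMSO wells and 100% = 5-CT at EC100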
5HT1E ag – 5-HT1E (human) receptor agonism. CHO 5-HT1E Ga15 NFAT-bla reporter, FRET; 0% DMSO wells, 100% control agonist wells. P28566. activation, % at 6 µM. hit rate 0.69% among 65,000;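 active means activation above a set limit, the screen-wide mean activation plus 3 SD, cut at about 8.5% in these data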;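 further: 100% = positive control agonist at 1 µM giving full maximal response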
5HT1E antag – 5-HT1E (human) receptor antagonism. P28566. CHO 5-HT1E Ga15 NFAT-bla reporter, FRET, antagonist. inhibition, % at 6 µM. hit rate 0.99% among 65,000. AID 571;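 active means inhibition above a set limit, the mean inhibition across every tested compound plus 3 SD, cut at about 29% in these data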;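 further: signal is the 460 over 535 nm emission ratio of beta-lactamase substrate; 0% = agonist plus DMSO wells and 100% = wells without agonist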
M1 antag – blocks the rat M1 muscarinic receptor response to acetylcholine; B-score at 10 µM; hit rate 3.4% among 64,000; CHO-M1 cells, Fluo-4 calcium, ACh EC80 antagonist mode; stronger effect = lower value;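 active means calcium fluorescence response, raw or row-and-column corrected B-score, differing from the plate sample mean either way at a set confidence level, mostly lower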
* = called active by the depositor; nt = not tested or not shown. Random draw from the library, and some 8.9% of all compounds hit somewhere here.

smiles | 5HT1a antag | Jurkat tox 60K | S1P1 ag-PAM | M1 ag | S1P3 agonist | HTR1A agonist | 5HT1E ag | 5HT1E antag | M1 antag
Cc1ccc(C(C(=O)NCc2ccco2)N(Cc2ccco2)C(=O)CNC(=O)c2ccco2)cc1 (configuration not stated) | -3.6 | -4.0 | 11.5 | 1.76 | 0.2 | -1.4 | -0.8 | -7.8 | -0.552
Cc1ccc(Nc2nc(N)nc(CC#N)n2)cc1 | -5.3 | 6.4 | -23.8 | -0.153 | -0.7 | 0.9 | 2.2 | 2.6 | -1.99
CCN(CC)C(=O)C1CCCN(C/C(C)=C/c2ccccc2)C1 (configuration not stated) | 27.0 | 0.7 | -1.9 | 0.616 | -1.5 | -2.4 | 0.3 | -2.4 | 0.0402
COc1ccc(CCN2CNc3c(c(=O)n(C)c(=O)n3C)C2)cc1 | 5.9 | 5.3 | -4.2 | -0.155 | 0.2 | -0.4 | 1.1 | -4.8 | 1.08
Cc1ccc(C)c(-n2c(SCC(=O)NCC3CCCO3)nnc2-c2ccoc2C)c1 (configuration not stated) | -5.8 | 4.0 | 9.2 | 0.471 | -1.6 | -1.7 | 0.8 | -6.5 | -0.0578
CCOc1cccc(-c2nn3c(-c4cc(C)[nH]n4)nnc3s2)c1 | 11.5 | 4.0 | -21.4 | 0.981 | -1.6 | 0.4 | 0.4 | 8.0 | -1.17
CN1C(=O)c2ccccc2N(C)C1c1cccs1 (configuration not stated) | 6.9 | -2.0 | -2.0 | 0.819 | 0.6 | -3.5 | 0.5 | -4.0 | 1.14
CC1=CCC2C(=O)N(c3cccc(C(=O)N(C)C4CCCCC4)c3)C(=O)C2C1 (configuration not stated) | -7.2 | -3.8 | -1.7 | 0.00365 | 0.2 | 0.6 | -0.3 | -6.0 | -0.147
Cn1c(SCC(=O)N2CCN(c3ccccc3)CC2)nnc1-c1cc2ccccc2o1 | -1.1 | 4.9 | nt | 1.03 | -1.0 | -1.3 | 0.0 | -7.7 | 0.175
COC(=O)CN(c1ccc2c(c1)OCCO2)S(=O)(=O)c1ccccc1 | 2.9 | 3.0 | -4.0 | 0.837 | -1.0 | 1.6 | -0.5 | 6.0 | -0.228
CCc1cccc(NC(=O)CCS(=O)(=O)c2cccc3nonc23)c1 | -0.4 | nt | nt | -1.28 | nt | 0.4 | 0.8 | 3.5 | 0.147
Cc1ccc(C)c(NC(=O)CN(C)S(=O)(=O)c2ccccc2)c1 | -12.5 | -0.7 | -1.0 | 0.229 | -0.3 | -0.6 | -1.1 | -5.6 | -0.356
COc1ccccc1S(=O)(=O)Cc1ccc(C(=O)N2CCN(c3cccc(Cl)c3)CC2)o1 | 14.6 | 80.8* | 17.5 | 9.48* | -0.7 | 0.2 | 0.8 | 5.5 | -0.994
O=C(NCc1ccco1)c1ccc2c(=O)n(CC3CCCO3)c(=S)[nH]c2c1 (configuration not stated) | 13.8 | -12.8 | -37.4 | -0.612 | 0.6 | -1.7 | 0.0 | 5.4 | 0.413
O=c1nc(N2CCCCC2)nc2n1CCO2 | -0.1 | -2.6 | -19.3 | nt | -0.8 | -4.0 | -0.1 | 4.9 | nt
OCC1OC(n2nnc3ccccc32)C(O)C(O)C1O (configuration not stated) | -11.1 | 3.5 | -3.5 | -0.0165 | -0.7 | 0.1 | 0.3 | 2.3 | -0.874
COc1cc2[nH]c(=O)n(Cc3ccc(C(=O)NCC4CCCO4)cc3)c(=O)c2cc1OC (configuration not stated) | -3.6 | nt | nt | -0.38 | nt | 0.9 | 0.6 | -0.4 | 0.337
O=C(Nc1nnc(CCN2CCOCC2)s1)C1CCCCC1 | 1.5 | -1.3 | 3.1 | -0.00755 | -0.5 | -1.1 | 0.2 | -0.3 | 0.0239
CCOC(=O)C1CCCN(C(=O)CCCn2nc(C)n3c(cc4sccc43)c2=O)C1 (configuration not stated) | -8.6 | 1.9 | -12.6 | 42.1* | -0.6 | 1.8 | -0.6 | 3.5 | -0.672
COC(=O)Cn1c(CCC(=O)O)ccc1-c1ccccc1 | -1.0 | 7.3 | -1.5 | 0.0522 | -0.4 | -2.6 | -0.1 | -3.7 | 0.00608
CC(=O)OCC(=O)[C@@]1(O)CC[C@H]2[C@@H]3CCC4=CC(=O)C=C[C@]4(C)[C@@]3(Cl)[C@@H](Cl)C[C@@]21C | nt | nt | 13.1 | 0.0392 | 1.4 | 1.2 | 0.0 | 16.7 | 0.484
Cc1ccc(S(=O)(=O)N2CCN(C(=O)CN3CCOCC3)C2c2ccccc2)cc1 (configuration not stated) | 14.3 | -2.5 | -5.2 | 6.19* | 0.1 | -1.0 | -0.4 | -0.5 | 0.684
Cc1ccc2nc(CSc3nnc(-c4ccco4)o3)cc(=O)n2c1 | -17.4 | -3.6 | -48.5 | -0.0546 | 0.5 | 3.3 | 0.8 | -8.6 | -0.0114
COC(=O)CN(c1ccc(OC)cc1)S(=O)(=O)c1c(C)noc1C | 3.3 | 7.3 | -25.5 | 0.494 | 0.6 | -4.4 | -1.0 | 10.0 | 0.0147
CCSC1(SCC)N=C(N)C2(C#N)C(c3ccccc3)NC(C)=C(C)C12C#N (configuration not stated) | 18.2 | -9.1 | -11.9 | 0.249 | -0.6 | -3.5 | -0.7 | -8.3 | 0.7
O=C(c1cccc(S(=O)(=O)N2CCOCC2)c1)N1CCCc2ccccc21 | -1.7 | 0.5 | nt | -0.83 | 0.7 | -1.0 | 0.6 | 0.2 | -0.0889
O=C(NCCN1CCOCC1)c1cc(S(=O)(=O)NCCCN2CCCC2=O)ccc1Cl | -4.5 | 1.1 | 16.7 | -0.764 | 6.6 | -0.3 | -0.4 | -2.8 | -0.00292
CCOC(=O)Cn1c(N2CCCCCC2)nc2c1c(=O)[nH]c(=O)n2C | -13.3 | -11.2 | 8.2 | -0.222 | 0.0 | 0.5 | 0.3 | -2.1 | 0.763
COc1ccc(Br)cc1S(=O)(=O)N1CC(C)OC(C)C1 (configuration not stated) | 3.4 | -0.1 | 6.3 | 0.299 | -0.8 | 1.7 | -1.1 | 6.7 | 0.69
Fc1cccc(CSc2nc3ccncc3[nH]2)c1 | -22.8 | 1.1 | -1.6 | -0.394 | 0.7 | 0.5 | 0.7 | -11.2 | 0.163
O=C(CN(C(=O)Cn1nnc(-c2cccs2)n1)c1cnc2ccccc2c1)NCC1CCCO1 (configuration not stated) | 8.8 | -4.9 | 10.5 | -0.928 | -0.5 | 4.3 | 0.3 | 2.2 | -0.209
CC(=O)Nc1cnc(NC(=O)c2cccc(F)c2)cc1C | -2.3 | nt | nt | -0.0686 | nt | 0.1 | -0.1 | -6.6 | 1.17
CCC(C)C(N)C(=O)NC(CCC(=O)OCc1ccccc1)C(N)=O (configuration not stated) | 1.3 | -12.7 | 7.5 | 0.00671 | 0.8 | -1.6 | 0.3 | -2.6 | -0.514
O=C(N1CCOCC1)N1CCN(Cc2ccccc2)CC1 | -13.8 | -4.9 | 1.3 | 0.405 | 0.4 | -0.6 | 2.4 | 8.1 | -0.744
O=C(O)C1C2C=CC(C2)C1C(=O)N1CCc2ccccc21 (configuration not stated) | -9.8 | 0.4 | nt | -0.27 | -1.1 | 0.0 | 0.3 | -10.4 | -0.0259
O=C(NC1=NCCS1)c1csc2ccccc12 | 4.1 | 8.3 | 2.0 | 0 | 0.0 | -0.8 | -0.7 | -4.6 | -0.0191
COC(=O)c1c(NC(=O)CC2NCCNC2=O)sc2c1CCCC2 (configuration not stated) | 7.1 | 1.4 | -1.0 | -2.04 | 0.0 | -1.4 | 0.5 | -0.8 | -0.517
O=C(CCC(=O)N(CC(=O)NC1CCCC1)C1CCCC1)Nc1ccccn1 | 2.0 | -8.6 | -25.2 | -0.055 | -1.3 | 0.6 | 0.3 | 2.6 | 0.19
O=C(COc1ccccc1Cl)NCc1ccco1 | -4.1 | -7.3 | nt | -0.284 | -0.4 | 0.6 | 1.1 | -6.1 | 0.842
O=C(CN1CCCCC1)Nc1cccc(Br)c1 | 8.7 | 4.5 | 1.7 | 0.376 | -0.9 | -2.0 | -0.7 | 5.9 | 0.608
Cn1c(=O)c2c(nc(N3CCOCC3)n2CCSc2nc3ccccc3s2)n(C)c1=O | 0.4 | 3.8 | -3.5 | -0.289 | -0.7 | 1.4 | 0.9 | -8.6 | -0.255
Cc1cccc(NC(=O)CN(C)S(=O)(=O)c2ccc(Cl)cc2)n1 | 16.5 | 5.4 | nt | 0.543 | -0.1 | 0.9 | -1.2 | -16.2 | -0.0314
Cc1cc(=O)oc2cc(OC(C)C)ccc12 | 6.9 | 0.1 | -3.0 | -0.0304 | -1.6 | -2.2 | -0.6 | 13.0 | -0.0747
O=C(CN1CCOCC1)Nc1ccc(NC(=O)CN2CCOCC2)c(Cl)c1 | -3.2 | -9.1 | nt | -0.0117 | -1.2 | -0.3 | 0.9 | -1.1 | 0.0119
COc1cc(OC)cc(C(=O)N2CCN(C(=O)c3ccc(OC)c(OC)c3)CC2)c1 | -1.6 | -0.7 | nt | 2.29 | -0.7 | -2.3 | -0.1 | -5.0 | 0.315
O=C(COc1ccc(Cl)cc1)NCc1nnc(SCC(=O)N2CCCc3ccccc32)o1 | -19.2 | nt | nt | 0.239 | nt | 1.5 | 1.5 | -9.7 | 0.376
CC(=O)C1(O)C(C)CC2C3CCC4CC(O)CCC4(C)C3=CCC21C (configuration not stated) | 0.9 | 0.3 | -1.2 | -0.283 | -0.6 | -4.6 | 0.0 | 11.6 | -0.157
CCCCn1c(CNC(=O)C(C)(C)C)nc2ccccc21 | 1.6 | -2.5 | -13.5 | -0.172 | -0.1 | -1.6 | -0.1 | -0.3 | 0.0619
Cc1onc(-c2c(F)cccc2Cl)c1C(=O)OCC(=O)NCc1ccco1 | 5.3 | 0.5 | 28.5 | -0.0636 | -1.2 | 1.1 | 0.0 | -0.4 | 1.04
COc1ccccc1NCCC(=O)OCC(=O)NCc1ccco1 | -10.8 | -5.9 | -8.0 | -0.23 | -1.2 | -0.8 | -0.2 | 7.0 | -0.812
CCOC(=O)c1c(C)n(C)c2ccc(OCC(O)Cn3nc(C)cc3C)cc12 (configuration not stated) | -7.3 | -5.9 | -19.2 | 2.66* | -1.2 | 0.8 | -0.2 | 3.4 | -0.361
CCCN(c1ccc(OCC)cc1)S(=O)(=O)c1ccc2c(c1)CCN2C(=O)CCC(=O)O | 17.1 | -0.6 | 4.8 | 0.241 | -0.2 | -2.9 | -0.6 | -2.3 | 0.00601
CCOC(=O)Cc1nnc(NC(=O)c2ncn[nH]2)s1 | -7.5 | 0.2 | nt | 0.00916 | 0.0 | -2.6 | -0.6 | 8.0 | 0.462
O=C(Nc1ccc2c(c1)OCCO2)C1CCCN(S(=O)(=O)c2cccs2)C1 (configuration not stated) | -1.1 | 0.8 | -2.6 | 2.28 | -1.0 | -2.9 | -0.7 | 6.2 | -0.745
CCOC(=O)C(NC(C)=O)(N1CCOCC1)C(F)(F)F (configuration not stated) | -6.7 | 0.3 | -1.0 | 0.876 | -0.8 | 1.1 | 1.2 | 4.7 | -0.0982
CCCS(=O)(=O)N1CCC(C(=O)NCCCN(CC)c2cccc(C)c2)CC1 | 4.2 | 7.6 | -36.2 | 0.559 | -1.3 | -3.5 | 0.6 | -4.3 | -0.945

Compound activity from PubChem BioAssay.
